West Nile virus CPE: West Nile virus antiviral activity, cell-based, CPE readout (AID 1621); West Nile virus-infected cells, CPE inhibition; higher % means a stronger effect; CPE inhibition, % at 10 µM, or IC50 in µM where a hit was titrated; actives 0.02% (n = 290,000); in the data active = a potency from the dose series; note: strong numbers were not always called active
T cell modulator: T cell immune modulators affecting CD8 T cell-vesicle binding. 2C CD8+ T cell-vesicle binding, flow cytometry; hits give low values. AID 2052. calls only at 7 µM. actives 0.068% (n = 330,000);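 active = response, share of CD8 T cells binding vesicles, and their 90th percentile fluorescence all below set limits, cut at about 80% in these data, passing the limit was not always enough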
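Also added: QL9-peptide-loaded Drosophila micro-vesicles bearing Ld, ICAM-1 and B7-1; Test system: purified 2C TCR transgenic mouse naive CD8+ T cells; Measured by: cytometric PE anti-B7-1 and Alexa647 anti-CD8 signals after 1% paraformaldehyde fixation; Timing: binding step 1.5 h, 37 °C, antibody labelling 20 min, ice.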
NTR1 agonist: agonists of NTR1, primary screen, imaging, U2OS cells, beta-arrestin-GFP, high content (AID 493036); NTR1-U2OS beta-arrestin-GFP spot imaging, agonist mode; activation, % at 20 µM; actives 0.17% (n = 330,000);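 active = activation at or above 40% of the spot to cytoplasm intensity ratio, with at least 20 cells analyzed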;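 note: 0% = DMSO without peptide and 100% = 100 nM NTR1 peptide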
Target sequence (P30989 whole entry, looked up): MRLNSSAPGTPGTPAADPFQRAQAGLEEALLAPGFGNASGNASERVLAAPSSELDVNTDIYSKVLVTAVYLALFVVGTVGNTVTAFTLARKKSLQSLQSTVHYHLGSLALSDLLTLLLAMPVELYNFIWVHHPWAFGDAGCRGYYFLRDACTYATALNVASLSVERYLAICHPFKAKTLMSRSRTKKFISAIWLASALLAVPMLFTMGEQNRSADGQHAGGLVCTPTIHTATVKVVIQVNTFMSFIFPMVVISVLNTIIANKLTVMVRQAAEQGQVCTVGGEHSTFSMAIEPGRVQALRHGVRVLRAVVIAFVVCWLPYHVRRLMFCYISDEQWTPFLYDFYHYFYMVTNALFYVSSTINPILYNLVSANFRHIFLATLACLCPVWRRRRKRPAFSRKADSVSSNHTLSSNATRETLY
Salmonella PhoP GFP: inhibitors of PhoP regulon expression, primary screen, Salmonella Typhimurium, GFP reporter (AID 1863); S. Typhimurium PhoP-regulated promoter GFP reporter, 4 h; higher % means a stronger effect; inhibition, % at 50 µM, or IC50 in µM where a hit was titrated; actives 0.16% (n = 300,000);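 active = inhibition over 29.93%, a cutoff 3 SD above the screen mean, later confirmed by dose response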;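 note: 0% = low Mg2+ inducing control and 100% = high Mg2+ repressing control; strong numbers were not always called active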
KOR beta-arrestin-1: kappa opioid receptor blockers – cell-based, luminescence, uHTS (AID 1778). one-dose inhibition, % at 10 µM; IC50 in µM for titrated hits. actives 0.091% (n = 290,000). KOR beta-arrestin recruitment, luminescence, antagonist mode; higher % means a stronger effect; in the data active = inhibition above about 50%; note: strong numbers were not always called active
GPR55 beta-arrestin: GPR55 agonists via beta-arrestin recruitment, primary screen, imaging, U2OS cells, beta-arrestin-GFP redistribution (AID 1961); U2OS GPR55 beta-arrestin-GFP redistribution imaging; higher % means a stronger effect; activation, % at 10 µM, or EC50 in µM where a hit was titrated; actives 0.048% (n = 290,000);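 active = activation above 40% with more than 50 cells counted in the well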;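 note: U2OS osteosarcoma cells stably expressing GPR55 and beta-arrestin-GFP; plate controls were DMSO negative control for no effect and LPI positive control for full effect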
GPR55 LPI antagonism: GPR55 antagonists blocking LPI-driven arrestin recruitment, primary screen, imaging, U2OS, beta-arrestin-GFP, LPI agonist (AID 2013); U2OS GPR55 beta-arrestin-GFP translocation imaging, LPI antagonism; higher % means a stronger effect; one-dose inhibition, % at 10 µM; IC50 in µM for titrated hits; actives 0.13% (n = 290,000);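 active = spots per cell inhibited over 60%, with over 100 cells counted and total cytoplasm intensity under 500,000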;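 note: U2OS cells stably carrying GPR55 and arrestin-GFP stimulated by 5 µM LPI near EC80; imaged beta-arrestin-GFP aggregate spots per cell after agonist stimulation; plate controls were LPI-stimulated DMSO wells for no effect and DMSO wells without LPI for full effect; some results filed as inactive read as strong as hits; confirmed hits need IC50 under 10 µM and bright autofluorescent wells are also inconclusive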
KOR beta-arrestin-2: kappa opioid receptor activators – cell-based, luminescence, uHTS, primary screen (AID 1777). KOR beta-arrestin recruitment, luminescence; higher % means a stronger effect. activation, % at 10 µM, or EC50 in µM where a hit was titrated. actives 0.02% (n = 280,000); in the data active = activation above about 50%, passing the limit was not always enough; note: a part of the inactive calls stands beside numbers as strong as those of hits
GPR35 antagonists: GPR35 antagonists blocking zaprinast-driven arrestin recruitment, primary screen, imaging, U2OS, beta-arrestin-GFP, zaprinast agonist (AID 2058); actives 0.052% (n = 290,000); one-dose inhibition, % at 10 µM; IC50 in µM for titrated hits; U2OS GPR35 beta-arrestin-GFP translocation imaging, zaprinast antagonism; higher % means a stronger effect;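 active = inhibition of at least 50% with at least 30 cells and total cytoplasm GFP at most 10,000,000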
T cell modulator vesicle-bound %: second read-out of T cell modulator, no call of its own (marks repeat the call); double positive events, %; measured here: CD8+ vesicle-bound cell fraction;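 binding gate set so that unloaded-vesicle control wells show 10% double positive cells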
NTR1 agonist cell count 20 µM: also measured in NTR1 agonist; calls as there; cell count; measured here: cell count, cytotoxicity flag
Numbers without * were called inactive; i = inactive; nt = not tested or not shown; [ ] = another dose, or the depositor's remark.

SMILES	West Nile virus CPE	T cell modulator	T cell modulator vesicle-bound %	NTR1 agonist	NTR1 agonist cell count 20 µM	Salmonella PhoP GFP	KOR beta-arrestin-1	GPR55 beta-arrestin	GPR55 LPI antagonism	KOR beta-arrestin-2	GPR35 antagonists
CC(C)C12CN3CC(C(C)C)(CN(C1)C3c1ccco1)C2=O (centres undefined)	0.8%	i	10	-0.6	98	6%	13%	-0.1%	20%	0.9%	2%
Brc1ccc(CSc2ccc3nnc(-c4ccccn4)n3n2)cc1	-1.1%	i	37	9.9	55	3%	-35%	-0.1%	4%	-3.2%	0%
Cc1cccc(Oc2nc(-c3ccccn3)nc3ccccc23)c1	0.2%	i	49	8.0	48	-7%	0%	-0.2%	12%	-6.7%	-8%
O=C(O)CCCCCN1C(=O)C2CCCCC2C1=O (centres undefined)	-0.5%	i	47	0.3	91	1%	23%	-0.3%	12%	3.5%	-14%
Cc1cc(=O)[nH]c(-c2cccs2)n1	0.2%	i	22	-0.8	60	-5%	17%	-0.3%	2%	3.0%	0%
Cc1ccc(C)c(NC2=C(Cl)C(=O)OC2OC(=O)c2ccco2)c1 (centres undefined)	0.2%	i	22	8.6	50	15%	17%	-0.1%	1%	3.6%	2%
CC1C(=O)Nc2ccc(S(=O)(=O)Nc3ccccc3Br)cc2NC1=O (centres undefined)	-0.5%	i	37	9.4	49	nt	-12%[20 µM]	-0.1%	11%	8.7%	9%
COC(=O)C(NC(=O)c1ccccc1)(Nc1nccs1)C(F)(F)F (centres undefined)	0.0%	i	28	-0.2	30	-4%	-53%	-0.2%	9%	-13%	-22%
N/C(=N\OC(=O)c1ccc(Cl)cc1)c1ccn[nH]1	-0.3%	i	24	0.8	51	-5%	31%	0.1%	13%	0.0%	-2%
O=C(Oc1ccccc1O)c1cccc2ccccc12	-0.6%	i	3	-0.1	30	-7%	-14%[20 µM]	-0.1%	30%	-7.2%	3%
O=C(N/N=C/c1ccc(O)cc1O)c1ccc(CN2C(=O)c3cccc4cccc2c34)cc1	-0.1%	i	38	11	27	3%	-27%[20 µM]	-0.1%	-6%	-4.5%	-21%
Cc1ccc(-c2nc3ccccc3[nH]2)s1	0.1%	i	14	-1.1	62	-5%	-7%	-0.1%	-4%	-2.0%	-12%
O=C(O)c1ccccc1C(=O)c1ccc(Cl)cc1	0.1%	i	42	2.7	74	-6%	14%	-0.1%	-3%	2.9%	1%
CC(=O)Nc1ccc(NC(=O)CSC2=NCCS2)cc1	0.2%	nt	nt	nt	nt	-5%	7%	-0.3%	0%	8.9%	18%
Cc1cc(=O)oc2cc(OCCCC[n+]3ccccc3)ccc12	-0.3%	i	35	-0.4	47	-5%	-7%	-0.1%	11%	-2.4%	-7%
O=C(Nc1cccc2cccnc12)c1ccc(Br)cc1Br	-1.2%	i	57	0.7	56	-1%	-23%[20 µM]	-0.2%	-12%	-5.0%	10%
CCC(C)NC(=O)Cc1c(C)c2cc3c(cc2oc1=O)OC(C)(C)CC3 (centres undefined)	-1.2%	i	43	0.5	89	10%	-22%	-0.1%	-14%	0.1%	1%
CCCC(=O)Nc1ccc(S(=O)(=O)Nc2cc(OC)nc(OC)n2)cc1	0.3%	i	57	-0.4	48	4%	-10%	-0.2%	12%	1.6%	-3%
CS(=O)(=O)c1ccc(-c2nnn(CC(N)=O)n2)cc1	0.4%	i	34	-0.3	56	4%	-24%	-0.4%	8%	2.3%	-6%
CCOC(=O)C1CCCN(C(=O)C2CCN(S(=O)(=O)c3cnc[nH]3)CC2)C1 (centres undefined)	-0.3%	i	50	-2.2	83	-9%	-2%	0.2%	-3%	1.3%	-4%
COc1cc(CNn2cn[nH]c2=S)cc(Cl)c1OCc1ccc(F)cc1	-0.1%	i	41	0.6	63	-4%	-12%	0.0%	2%	-4.3%	9%
Cn1c(SCc2nc3ccccc3s2)nnc1-c1cccs1	0.1%	i	62	5.9	40	-8%	1%	-0.2%	-1%	3.4%	4%
Cc1c(Cc2ccccc2)c(=O)oc2c(C)c(OCC(=O)N[C@@H](Cc3ccccc3)C(=O)O)ccc12	-0.3%	i	41	0.0	101	nt	-24%[20 µM]	0.5%	-5%	0.3%	-1%
CCOC(=O)Cc1csc(NC(=O)COc2ccccc2OCC)n1	0.2%	i	32	-5.6	109	-6%	-9%	0.0%	-7%	1.2%	-9%
CC(=O)N/C(=C\c1ccccc1)C(=O)OCC(=O)N1CCCCCC1	-0.2%	i	44	0.2	42	-12%	-18%	0.2%	-19%	-7.9%	-2%
COCCNC(=O)C(OC(=O)c1cccs1)c1ccccc1 (centres undefined)	0.4%	i	60	0.7	71	-7%	17%	1.0%	8%	-3.1%	7%
Cc1cccc(-c2noc(CN(C)C(=O)c3ccco3)n2)c1	-0.6%	i	50	0.2	42	1%	16%	0.7%	-19%	-3.3%	6%
Cn1nc(C(=O)N2CCOCC2)c2ccccc2c1=O	0.5%	i	27	-2.0	85	nt	-1%	0.3%	-12%	0.5%	-5%
CCOC(=O)[C@H]1NN=C(C(=O)OC)[C@@H]1c1ccccc1	-0.2%	i	38	-1.9	71	1%	-17%	-0.1%	4%	5.1%	3%
C/C(CC(=O)Nc1cc(C)ccn1)=N\NC(=O)c1ccc(C(C)(C)C)cc1	-0.6%	i	17	1.6	47	4%	-19%	0.2%	11%	-5.0%	2%
COc1cc(C)ccc1N(CCCN1C(=O)c2cccc3cccc(c23)C1=O)C(=O)c1cccs1	3.1%	i	47	6.8	64	-4%	4%	0.2%	9%	3.0%	-6%
CC(C)CCC(O)(CCC(C)C)C(=O)NN1CCCCC1	0.4%	i	55	-0.8	42	-27%	-30%	-0.1%	2%	6.3%	1%
O=C1OCCC1Sc1nc2ccccc2n1Cc1ccccc1 (centres undefined)	0.8%	i	41	2.4	72	-6%	-4%	-0.1%	-4%	-5.4%	-6%
CN(C)CCCOC(=O)c1cc2ccccc2o1	0.0%	i	18	0.0	48	0%	18%	-0.1%	16%	0.5%	0%
O=C1CSC2(N1)C1CC3CC(C1)CC2C3 (centres undefined)	0.3%	i	36	-0.2	48	-4%	-8%	0.0%	-6%	2.0%	9%
Cc1ccc(NC(=O)c2cnc3ccccc3n2)cc1C	0.0%	i	54	1.3	49	-8%	-15%	-0.1%	-10%	0.6%	0%
CCN(CC)P(=O)(/C(Cl)=C\Nc1c(C)n(C)n(-c2ccccc2)c1=O)N(CC)CC	0.6%	i	46	-0.5	53	-2%	-18%	0.0%	-20%	-2.6%	5%
CCOC(=O)C1CCN(S(=O)(=O)c2ccc(C(=O)OC)cc2)CC1	0.4%	i	58	-1.1	45	-10%	-10%	0.2%	2%	0.3%	-8%
Cc1cc(C)c(NC(=O)C2CC(=O)N(C(C)C)C2)c(C)c1 (centres undefined)	0.6%	i	51	2.3	84	-3%	-42%[20 µM]	-0.2%	8%	-1.2%	11%
Cc1ccc2nc(CCc3nc4ccc(C)cc4[nH]3)[nH]c2c1	-1.1%	i	59	1.0	66	7%	-39%[20 µM]	-0.3%	-1%	5.4%	18%
O=C(CSc1cn(CCNC(=O)c2cccs2)c2ccccc12)NCC1CCCO1 (centres undefined)	-0.1%	i	12	0.9	94	7%	15%	-0.1%	10%	-0.8%	-9%
CCN(Cc1ccncc1)C(=O)c1cc(Br)cc(Br)c1O	-0.1%	i	5	0.7	42	-3%	-31%	-0.1%	14%	-2.0%	3%
CC1CCN(c2nc(-c3ccncc3)nc3ccccc23)CC1	0.7%	i	30	8.5	75	26%	8%	0.0%	2%	-3.6%	-9%
C#CC(C)(CC)NC(=O)c1cc2nc(C3CC3)cc(C(F)(F)F)n2n1 (centres undefined)	-0.5%	i	34	2.2	71	-8%	15%	1.4%	-4%	-3.7%	-2%
CC1(C)CC(=O)C2=C(C1)OC(c1ccc(O)cc1)C(C#N)=C2N (centres undefined)	1.5%	i	25	0.7	34	4%	-12%	-0.2%	4%	-4.9%	2%
Cc1cc(=O)n2ncnc2n1COCCO	0.2%	i	29	1.0	44	0%	-46%	-0.1%	-1%	-3.8%	7%
Cc1ncn(C23CC4CC(CC(O)(C4)C2)C3)n1	-0.5%	i	35	-1.9	31	-1%	-6%	-0.1%	5%	0.1%	-1%
O=c1c2ccc([N+](=O)[O-])c3cccc(c32)c2nc3ccccc3n12	nt	i	59	-2.5	53	-4%	8%	0.0%	8%	-4.1%	-4%

Complete entries, quoted from the list. Screens in order: West Nile virus CPE, T cell modulator, T cell modulator vesicle-bound %, NTR1 agonist, NTR1 agonist cell count 20 µM, Salmonella PhoP GFP, KOR beta-arrestin-1, GPR55 beta-arrestin, GPR55 LPI antagonism, KOR beta-arrestin-2, GPR35 antagonists
CCOC(=O)C1CCN(S(=O)(=O)c2ccc(C(=O)OC)cc2)CC1 is listed with 0.4%, i, 58, -1.1, 45, -10%, -10%, 0.2%, 2%, 0.3%, -8%
Cc1ncn(C23CC4CC(CC(O)(C4)C2)C3)n1 is listed with -0.5%, i, 35, -1.9, 31, -1%, -6%, -0.1%, 5%, 0.1%, -1%

Continuation:
SMILES	West Nile virus CPE	T cell modulator	T cell modulator vesicle-bound %	NTR1 agonist	NTR1 agonist cell count 20 µM	Salmonella PhoP GFP	KOR beta-arrestin-1	GPR55 beta-arrestin	GPR55 LPI antagonism	KOR beta-arrestin-2	GPR35 antagonists
CCOC(=O)c1c(C)[nH]c(C)c1S(=O)(=O)Nc1ccc(CN2CCCCC2)cc1	-0.6%	i	24	-0.1	63	-5%	22%	0.2%	11%	-0.5%	-1%
CCOC(=O)c1c(C)n(-c2ccc(F)cc2)c2ccc(O)cc12	-0.6%	i	63	0.9	66	5%	5%	0.0%	7%	-5.6%	-2%
O=C(CN1CCN(c2ccccn2)CC1)Nc1cccc(S(=O)(=O)N2CCCC2)c1	-1.1%	i	20	-0.6	27	-4%	1%	-0.2%	-9%	-4.1%	3%
CC1=NC(C)(C)Cc2c(C)cccc21	0.0%	i	57	0.2	46	-6%	-32%	0.1%	-13%	2.7%	2%
COc1cccc(Nc2nc(-c3cccc(N4C(=O)c5ccccc5C4=O)c3)cs2)c1	0.5%	i	28	3.1	95	25%	6%	-0.3%	6%	-1.7%	-4%
O=C(Nc1nc2c(Br)cc(Br)cc2c(=O)s1)c1ccco1	0.1%	i	18	1.9	51	-4%	15%	-0.1%	5%	-1.7%	-13%
CC(C)N(Cc1nc(-c2ccccc2)no1)C(=O)c1ccc(Cl)cc1	-0.7%	i	21	-1.0	71	10%	-27%	0.2%	1%	4.9%	10%
CCc1cc(=O)oc2cc(OCC(=O)NCc3ccccn3)ccc12	-0.6%	i	37	-0.5	59	0%	5%	-0.1%	-8%	3.5%	2%
